HEK293 cAMP ctrl – qHTS Assay for Agonists of the Thyroid Stimulating Hormone Receptor: Activators of Intracellular cAMP Concentrations in Parental HEK 293 | parental HEK293 CNG cAMP sensor, membrane potential fluorescence | Potency, µM (series often up to 57.1 µM), for the others: at the top dose activation, actives largely listed as activators | 2.5% of 73,000 active; note: potency is the fitted concentration of half-maximal effect; % of control where 0% means no effect; nearly all actives have a fitted effect of over 55% in size
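Parental HEK 293 cells stably expressing a modified CNG channel (no TSHR) report cAMP rise as membrane depolarization. Membrane potential dye with 100 uM RO 20-1724 was loaded for 60 min at room temperature, then compound added for 30 min; fluorescence read at 590 nm.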
Tau fil binding – qHTS Assay for Tau Filament Binding; Microtubule-associated protein tau (Homo sapiens), P10636; recombinant tau filaments, thioflavin S fluorescence, 15 h; filaments grown with octadecylsulfate alongside compound; Potency, µM (series often up to 57.1 µM), inactives show at the highest dose activity change, negative = inhibition; 2% of 71,000 active;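 note: potency is the fitted concentration of half-maximal effect; % is set by controls: 0 for no effect and ±100 for the full control effect; actives lower thioflavin S fluorescence by blocking filaments or displacing dye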
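Assay mix: 1 uM His-tagged tau, 30 uM sodium octadecylsulfate, thioflavine S dye in HEPES/NaCl/DTT buffer. Compound is added prior to the inducer. Fluorescence after 15 h at 37 C.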
BRCT PPI red – qHTS Assay for Inhibitors of BRCT-Phosphoprotein Interaction (Red Fluorophore). Breast cancer type 1 susceptibility protein (Homo sapiens), P38398. BRCT-phosphopeptide binding, red fluorescence polarization. Potency, µM (highest dose often 76.9 µM), for inactives: top-dose activity change, negative = inhibition, actives largely listed as inhibitors. 0.03% of 75,000 active; note: % is set by controls: 0 for no effect and ±100 for the full control effect
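Fluorescence polarization: 100 nM His-tagged BRCA1 BRCT with 100 nM TAMRA-labelled phospho-BACH1 decapeptide, phosphate buffer pH 7.3 with 150 mM NaCl, DTT, 0.01% Tween 20; 12 min RT. Binding inhibition seen as FP decrease.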
USP2a inhib – qHTS Assay for Inhibitors of Ubiquitin-specific Protease USP2a. Ubiquitin carboxyl-terminal hydrolase 2 (Homo sapiens), O75604. USP2a enzymatic assay, qHTS inhibition. Potency, µM (series often up to 38.3 µM), inactives show at the top dose activity change, negative = inhibition, actives largely listed as inhibitors. 0.1% of 60,000 active. AID 927, 2007;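 note: potency is the fitted concentration of half-maximal effect; nearly all actives have a fitted effect of over 60% in size; plate controls were DMSO for no effect and NEM full inhibition control for full effect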
Target sequence (O75604 whole entry, looked up): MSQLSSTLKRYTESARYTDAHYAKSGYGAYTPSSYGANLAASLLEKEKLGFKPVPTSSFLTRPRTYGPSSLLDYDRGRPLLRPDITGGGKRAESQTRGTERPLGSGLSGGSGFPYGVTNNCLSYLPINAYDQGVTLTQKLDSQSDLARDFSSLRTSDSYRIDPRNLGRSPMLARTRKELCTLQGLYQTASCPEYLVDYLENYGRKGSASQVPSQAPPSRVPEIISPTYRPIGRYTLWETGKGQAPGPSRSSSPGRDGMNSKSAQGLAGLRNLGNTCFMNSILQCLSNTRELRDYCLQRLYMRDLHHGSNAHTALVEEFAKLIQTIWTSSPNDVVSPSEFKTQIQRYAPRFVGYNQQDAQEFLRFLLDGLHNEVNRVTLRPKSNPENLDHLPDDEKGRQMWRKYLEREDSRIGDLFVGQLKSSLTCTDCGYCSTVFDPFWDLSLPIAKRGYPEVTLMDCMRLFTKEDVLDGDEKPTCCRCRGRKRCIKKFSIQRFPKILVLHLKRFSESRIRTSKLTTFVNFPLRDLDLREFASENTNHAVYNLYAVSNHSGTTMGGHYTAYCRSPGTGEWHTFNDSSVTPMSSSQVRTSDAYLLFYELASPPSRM
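USP2 core (20 nM final) was preincubated with compound for 30 min at RT in 20 mM Tris-HCl pH 8.0, 2 mM CaCl2, 2 mM beta-mercaptoethanol; Ub-PLA2 (20 nM) plus NBD C6-HPC (20 uM) then added, fluorescence read after 2.5 h.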
Caspase-1 inhib – qHTS Assay for Allosteric/Competitive Inhibitors of Caspase-1 | P29466 | Caspase-1 enzyme, Ac-WEHD-AFC fluorogenic rate | Potency, µM (titrated, usually from 57.5 µM), for the others: at the highest dose activity change, negative = inhibition, usual class: inhibitors | 0.03% of 75,000 active;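 note: potency is the fitted concentration of half-maximal effect; plate controls were vehicle for no effect and no substrate for full effect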
BRCT inh green – qHTS Assay for Inhibitors of BRCT-Phosphoprotein Interaction (Green Fluorophore); Breast cancer type 1 susceptibility protein (Homo sapiens), P38398; BRCA1 BRCT-phosphopeptide binding, green fluorescence polarization; Potency, µM (top dose mostly 76.9 µM), for inactives: at the top dose activity change, negative = inhibition, most hits filed as inhibitors; 0.05% of 75,000 active; AID 875, 2007;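 note: potency is the fitted concentration of half-maximal effect; plate controls were peptide without protein for full effect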
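Fluorescence polarization: His-tagged BRCT (~35 kDa BRCA1 C-terminus, 250 nM) bound to 100 nM fluorescein-labeled phosphorylated 10-aa BACH1 peptide, pH 7.3 phosphate buffer with DTT and Tween 20. Compounds incubated 12 min at room temperature; inhibition read as lowered polarization.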
DNA Pol III inh – qHTS Assay for Inhibitors of DNA Polymerase III Holoenzyme System; Potency, µM (highest dose often 57.1 µM), for the others: top-dose activity change, negative = inhibition; 0.25% of 71,000 active; reconstituted DNA polymerase III holoenzyme replication, biochemical; AID 603, 2007; note: potency is the fitted concentration of half-maximal effect; % is set by controls: 0 for no effect and ±100 for the full control effect
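Reconstituted *E. coli* holoenzyme (0.35 nM Pol III, 1 nM beta, 154 nM SSB, 2 nM primase) was preincubated with compound for 15 min at RT. Synthesis on 1.4 nM ssM13Gori ran 35 min, then was stopped with PicoGreen/EDTA and read as dsDNA fluorescence.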
ALOX15 inhib – qHTS Assay for Inhibitors of 15-hLO (15-human lipoxygenase); 1.4% of 74,000 active; purified 15hLO-1, xylenol orange hydroperoxide absorbance; Potency, µM (top dose mostly 57.1 µM), without a hit: at the highest dose activity change, negative = inhibition, most hits filed as inhibitors; note: potency is the fitted concentration of half-maximal effect; % is set by controls: 0 for no effect and ±100 for the full control effect; nearly all actives have a fitted effect of over 55% in size
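Quantitative HTS in 25 mM Hepes pH 7.5 containing 0.01% Triton X-100: human 15hLO-1 at 40 nM, arachidonic acid at 50 uM, 6 min turnover. Product quantified via ferrous oxidation/xylenol orange, 573:405 nm absorbance ratio.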
Rhodamine autofl – qHTS Assay for Spectroscopic Profiling in Rhodamine Spectral Region. Rhodamine-region fluorescence, 547/598 nm, Tris buffer; hits give high values. max dye-equivalent concentration, M. 0.05% of 59,000 active. AID 594, 2007; in the data active = max dye-equivalent concentration above about 11 nM; inconclusive = between about 1.1 nM and that limit
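Intensities are converted to rhodamine-equivalent concentration using a six-point rhodamine standard on each plate. Compounds sit 15 min at room temperature in 100 mM Tris buffer, pH 8.0; read uses the 547/598 nm excitation/emission pair.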
HADH2 inhib – qHTS Assay for Inhibitors of HADH2 (Hydroxyacyl-Coenzyme A Dehydrogenase, Type II) | 3-hydroxyacyl-CoA dehydrogenase type-2 (Homo sapiens), Q99714 | recombinant HADH2, NADH fluorescence, beta-hydroxybutyryl-CoA | Potency, µM (doses to about 57.1 µM), for inactives: at the highest dose activity change, negative = inhibition, most hits filed as inhibitors | 3.4% of 73,000 active | AID 886, 2007; note: potency is the fitted concentration of half-maximal effect; % is set by controls: 0 for no effect and ±100 for the full control effect; nearly all actives have a fitted effect of over 60% in size; many of its hits are not listed in these tables
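Activity measured as NADH fluorescence gain (360/450 nm), taken as the change between first and last reads of a 4-min kinetic run. Conditions: pH 9.0 Tris buffer, 20 nM E. coli-expressed His-tagged enzyme, 1 mM NAD+, 90 uM beta-hydroxybutyryl-CoA; 15-min compound preincubation.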
Caspase-7 inhib – qHTS Assay for Allosteric/Competitive Inhibitors of Caspase-7; 0.02% of 75,000 active; P55210; AID 889, 2007; recombinant caspase-7, Ac-DEVD-AFC fluorescence rate; Potency, µM (series often up to 57.5 µM), inactives show at the highest dose activity change, negative = inhibition, actives largely listed as inhibitors; active = well fitted inhibition curve with a large enough effect in the main read-out, with a control signal flat, not every such curve was filed as active; inconclusive = small, poorly fitted or top-dose-only effect, or a change in a side signal; note: potency is the fitted concentration of half-maximal effect; % of control where 0% means no effect
Target sequence (P55210 24-198 limits assumed): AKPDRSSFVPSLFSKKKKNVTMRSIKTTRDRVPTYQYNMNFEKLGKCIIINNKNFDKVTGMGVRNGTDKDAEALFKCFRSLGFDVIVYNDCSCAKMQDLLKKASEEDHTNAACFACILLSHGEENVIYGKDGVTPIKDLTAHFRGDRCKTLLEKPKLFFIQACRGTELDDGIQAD
Target sequence (P55210 207-303 limits assumed): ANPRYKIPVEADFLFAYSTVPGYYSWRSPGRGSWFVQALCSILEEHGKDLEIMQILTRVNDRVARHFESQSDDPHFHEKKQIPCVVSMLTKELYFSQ
Starred values were filed as active, the others as inactive; i = inactive; ? = inconclusive; . = no result given; [ ] = dose if it differs, or a comment. Unless noted, calls come from the whole dose curve; as a rule, active = well fitted curve in the direction sought with a large enough effect; inconclusive = small, poorly fitted or top-dose-only effect, or another doubt; inactive = no such curve, though single readings can be large; an effect the other way counts as inactive or inconclusive. A portion of the library; count on the stated rates, not on these rows.

Compound | HEK293 cAMP ctrl | Tau fil binding | BRCT PPI red | USP2a inhib | Caspase-1 inhib | BRCT inh green | DNA Pol III inh | ALOX15 inhib | Rhodamine autofl | HADH2 inhib | Caspase-7 inhib
CCOC(=O)c1sc(NC(=O)CSc2nnc(Cc3ccccc3)o2)c(C#N)c1C | 5% | 20µM* | -0.6% | 44%[activator] | -3% | 5.0% | -3% | ? | i | 0.16µM* | -11%
Cc1ccc(CCN2C(=O)CCC2(C)C(=O)NC2CCCC2)cc1 (stereo not drawn) | 2% | -10% | -0.6% | . | 0% | -0.5% | -1% | -7% | . | -2% | -1%
COC(=O)N1CCC[C@@]2(CCN(C(=O)NC(C)C)C2)C1 | -2% | -4% | 0.0% | 7% | -3% | -2.3% | -2% | 5% | i | -5% | -1%
CCCOc1ccc2oc(=O)c3c(c2c1)CCCN3C(=O)CN1CCCC(C(=O)OCC)C1 (stereo not drawn) | ? | -2% | -0.9% | 22% | 2% | 0.4% | -2% | -4% | i | -22% | 0%
COc1ccccc1-c1cc(C(=O)NCc2ccccc2)no1 | 15% | 12% | -0.4% | -18% | -2% | 0.6% | 0% | -24% | i | -1% | -1%
COc1ccccc1N1CCN(C(=O)CN(Cc2ccc(Cl)cc2)S(C)(=O)=O)CC1 | 30% | -11% | 0.4% | 35%[activator] | -4% | 0.5% | -2% | -3% | i | 14% | -2%
CC(C)CC(NC(=O)OCC1c2ccccc2-c2ccccc21)C(=O)O (stereo not drawn) | . | . | 0.1% | 0% | 2% | -1.9% | . | 1% | . | . | 1%
Cn1nnnc1P(=O)(c1ccccc1)c1ccccc1 | -1% | 2% | 1.1% | -6% | 1% | 3.5% | -3% | -3% | i | -3% | 0%
CC1CCCCC1NC(=O)c1ccc(N2CCCC2=O)cc1 (stereo not drawn) | 17% | -3% | -1.8% | 0% | 1% | 0.4% | 0% | -4% | i | 13% | 1%
CC(=O)N1CC=C2C(C#N)=C(N)C(C#N)(C#N)C(C)C2C1 (stereo not drawn) | 1% | 41% | 1.1% | -4% | -17% | -1.6% | -3% | -20% | i | -4% | -14%
Nc1nc(NCc2cccs2)nn1-c1ccccc1 | -7% | 2% | -0.2% | 1% | -1% | 0.2% | -3% | 12% | i | 2% | 1%
CCC(=NCCc1ccccc1)C1=C(O)CCC1=O | 7% | 16% | -0.5% | 0% | -1% | 1.1% | 0% | 5% | . | 7% | 1%
CC1Oc2ccccc2N(CC(=O)N(Cc2ccccc2)Cc2ccccn2)C1=O (stereo not drawn) | ? | 0% | -2.1% | 5% | 2% | 0.7% | 3% | 7% | i | 12% | -1%
O=C(CCCCn1c(=O)[nH]c2ccccc2c1=O)NC1CCN(Cc2ccccc2)CC1 | 12% | 2% | 0.3% | . | 0% | -2.3% | 1% | 7% | . | 3% | 0%
COc1ccc(N2C(=O)CSC23CCCCC3)cc1 | 10% | 6% | -0.9% | 6% | -1% | -0.7% | -5% | 2% | i | -1% | 1%
CCCCc1c2ccccc2nc2[nH]c3ccccc3c12 | 13µM* | 28% | -2.5% | . | 3% | -0.5% | -7% | . | . | 28% | -6%
CC(C)Oc1ccc(-c2cc(=O)[nH]c(=O)[nH]2)cc1 | -1% | 1% | -0.9% | 2% | -1% | -0.6% | -4% | 0% | . | -5% | 2%
Clc1cccc(-c2nn3c(-c4ccncc4)nnc3s2)c1 | 6% | 2% | -0.9% | 1% | 0% | -0.2% | ? | -4% | i | -12% | 1%
COC(=O)c1sc(NC(=O)Cc2cccs2)nc1C | 7% | -6% | 0.7% | 6% | -1% | 1.0% | -4% | -6% | i | -4% | 0%
CC(=O)NCCN=Cc1sc2ccccc2c1O | ? | . | -0.3% | . | -12% | -1.0% | . | -10% | . | 32µM* | -18%
O=C(CSc1ncc(-c2ccc(F)cc2)n1Cc1ccco1)Nc1ccc2c(c1)OCO2 | ? | -8% | 0.5% | 11% | -8% | 0.8% | 3% | -9% | i | -1% | -5%
CCOCC(=O)Nc1c(C(=O)Nc2ccccc2OC)oc2ccccc12 | 25µM* | 6% | -1.2% | 1% | 1% | 0.7% | 3% | 16% | i | 7.9µM* | 3%
CCN(CCCNC(=O)CCCn1c(=O)[nH]c2ccccc2c1=O)c1cccc(C)c1 | -4% | -19% | -0.8% | 22% | -4% | -2.5% | -7% | -13% | i | -6% | -2%
CC1(C)CC(=O)C=C(Nc2ccc(Br)cn2)C1 | 2% | -3% | -0.2% | -4% | 0% | -1.0% | -1% | 3% | i | 4% | -1%
N#Cc1nc(Cc2cccc3ccccc23)oc1NCCCN1CCOCC1 | 4% | 5% | -1.3% | -3% | 0% | -1.3% | -5% | 8% | i | 10% | 0%
COc1ccc(CCNC(=O)CCS(=O)(=O)c2ccc3c(c2)CCN3C(C)=O)cc1OC | -1% | 3% | 1.1% | 1% | -1% | -1.4% | -3% | 11% | i | -5% | 0%
O=C(Nc1nc2ccccc2n1Cc1ccccc1)c1ccco1 | ? | 106% | -1.7% | -11% | -2% | -3.3% | 2% | -8% | i | -24% | -2%
CCN(CC)C(=O)CSc1nnc(-c2ccco2)n1Cc1ccco1 | 2% | 7% | -4.0% | -3% | 1% | -0.6% | 2% | 2% | i | -16% | -2%
CCOC(=O)c1ccc(NC(=O)NCc2ccncc2)cc1 | -1% | 6% | -0.7% | 10% | 2% | 1.9% | -10% | 2% | i | 4% | 1%
CCC(=O)NCCNC(=O)c1c(SC)nsc1SC | ? | 4% | 0.7% | -6% | -2% | -0.4% | 0% | 4% | i | 0% | -3%
CNc1ccccc1C(=O)OCC(C)=O | -2%[11.4 µM] | . | 0.3%[15.4 µM] | . | -3%[11.5 µM] | -0.3%[15.4 µM] | . | 10%[11.4 µM] | . | -22%[11.4 µM] | -6%[11.5 µM]
COc1ccc(-c2noc(CCC(=O)NCCN3CCN(c4ccccc4F)CC3)n2)cc1 | ? | -12% | -0.7% | 14% | 1% | -0.9% | 4% | 5% | i | 4% | 0%
O=S(=O)(Nc1ccc2c(c1)OCCO2)c1cccs1 | -53%[inhibitor] | -16% | -0.1% | -7% | 1% | 2.1% | -3% | -8% | i | -6% | -1%
O=C(C1CCN(c2ncnc3c2sc2cccc(F)c23)CC1)N1CCOCC1 | 4%[11.4 µM] | 12% | -3.6% | . | -4% | 3.0% | -7% | -6% | . | -2% | -3%
CO[C@H]1C[C@@H]2C[C@H](O)C[C@@H](CC(=O)O[C@@H](/C=C\CC(C)C)C[C@@H]3CC[C@H](C)[C@@H](C1)O3)O2 | -3%[11.4 µM] | . | 2.4%[15.4 µM] | . | -4%[11.5 µM] | -2.7%[15.4 µM] | . | 6%[11.4 µM] | . | -3%[11.4 µM] | 0%[11.5 µM]
O=C(Nc1cccc(F)c1)c1ccc(S(=O)(=O)N2CCOCC2)cc1 | 3% | 4% | 1.9% | . | -3% | -0.4% | 6% | 1% | . | 12% | 0%
C=CCn1c(N2CCCC2)nc2c1c(=O)[nH]c(=O)n2C | 10% | 8% | -0.9% | -6% | -2% | -1.9% | -3% | -4% | i | -10% | 1%
c1ccc(COc2cccc(CN3CCN(c4ccccn4)CC3)c2)cc1 | ? | 12% | -2.4% | 0% | 0% | 2.6% | -4% | -3% | i | -6% | -3%
Cc1cc(C(=O)Cn2nnc(-c3ccc(Cl)cc3)n2)c(C)n1CC1CCCO1 (stereo not drawn) | ? | 22% | -1.7% | 9% | -2% | 0.7% | -1% | -12% | i | 5% | -2%
CCOc1cc2[nH]c(=S)n(CC3CCCN3CC)c(=O)c2cc1OCC (stereo not drawn) | 16% | 29% | 2.7% | 10% | -1% | 2.2% | -2% | 8% | i | -15% | -1%
CCC(C)C(NC(=O)C1CCC(C)CC1)C(=O)NCc1cccnc1 (stereo not drawn) | ? | 4% | -0.4% | 2% | 0% | 5.1% | -6% | -2% | i | 10% | -2%
